# ERG Ets-DNA blk: blocks human ERG Ets domain binding to DNA; Potency, µM (doses to about 76.9 µM), for the others: top-dose FP activity, negative = inhibition, actives largely listed as inhibitors; P11308; 0.028% of 370,000 active; fluorescence polarization, His-ERG Ets domain / labelled DNA; active = well fitted inhibition curve with a large enough effect in the polarisation, with a control signal flat; inconclusive = small, poorly fitted or top-dose-only effect, or effect the other way, or a change in a side signal; inactive = no such curve, though single readings can be large or run the other way; the % refers to the polarisation;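 note: polarization taken with two DNA probes labelled with fluorescein and Texas red; % of control where 0% means no effect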
# Target sequence (P11308 whole entry, looked up, the tested form may be a part): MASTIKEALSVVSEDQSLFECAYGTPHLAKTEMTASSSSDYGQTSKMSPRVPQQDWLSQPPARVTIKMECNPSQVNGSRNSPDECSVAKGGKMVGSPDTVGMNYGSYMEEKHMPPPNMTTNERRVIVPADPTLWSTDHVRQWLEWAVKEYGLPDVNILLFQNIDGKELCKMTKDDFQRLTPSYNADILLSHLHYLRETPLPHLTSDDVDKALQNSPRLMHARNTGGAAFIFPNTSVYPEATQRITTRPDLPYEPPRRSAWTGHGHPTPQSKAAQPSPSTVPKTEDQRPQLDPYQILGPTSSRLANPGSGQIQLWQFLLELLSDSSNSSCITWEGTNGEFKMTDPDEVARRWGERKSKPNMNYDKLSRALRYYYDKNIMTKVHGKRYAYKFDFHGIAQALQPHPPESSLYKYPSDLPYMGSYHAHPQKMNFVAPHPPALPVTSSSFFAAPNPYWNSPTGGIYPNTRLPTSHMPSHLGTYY
#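 His-tagged ERG Ets domain (1 uM in the protein solution; 300mM KCl, 50mM Tris-HCl, 1mM EDTA, 1mM DTT, pH 7.5) received compound, then a probe mix of 5 nM fluorescein-DNA and 100nM Texas-615-DNA. Fluorescence polarization was read for both dyes.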
# RGS4 inh: inhibitors of human regulator of G protein signaling 4 | Transcreener GDP fluorescence polarization, RGS4-accelerated GTP hydrolysis | 0.039% of 390,000 active | Potency, µM (series often up to 114 µM), for the others: top-dose activity change, negative = inhibition, usual class: inhibitors | AID 504845; note: % is set by controls: 0 for no effect and ±100 for the full control effect; nearly all actives have a fitted effect of over 75% in size; some results filed as inactive show a strong effect at the top dose
# Target sequence (P49798 whole entry, looked up): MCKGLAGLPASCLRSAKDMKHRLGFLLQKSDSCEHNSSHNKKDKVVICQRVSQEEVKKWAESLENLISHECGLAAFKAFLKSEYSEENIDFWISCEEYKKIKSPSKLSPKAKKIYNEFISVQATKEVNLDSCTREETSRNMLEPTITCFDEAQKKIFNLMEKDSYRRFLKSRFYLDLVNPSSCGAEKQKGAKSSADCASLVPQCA
#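 MLSMR compounds (23 nl, pin-transferred) preincubated 10 min at room temperature with a 500nM (2x) first reagent, then RGS4 at 900nM (2x) plus Transcreener GDP mix added; fluorescence polarization (620/688 nm) read before and after 90 min at 30 °C.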
# 12-LOX inh: inhibitors of human 12S-lipoxygenase ALOX12; Potency, µM (doses to about 108 µM), for the others: at the highest dose activity change, negative = inhibition, most hits filed as inhibitors; AID 1671190; 1.1% of 580,000 active; purified 12hLO, xylenol orange hydroperoxide absorbance; P18054; note: % is set by controls: 0 for no effect and ±100 for the full control effect
#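 Purified human 12hLO at 150 nM in 25 mM Hepes, 0.01% Triton X-100, pH 7.0, preincubated 15 min at room temperature with compound. Reaction started with 40 uM arachidonic acid, 30 min at room temperature. Hydroperoxide measured by Fe-xylenol orange, 573/405 nm absorbance ratio.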
# PGK inhibitor: T. brucei PGK inhibition. Potency, µM (top dose mostly 57.5 µM), inactives show at the top dose activity change, negative = inhibition, actives largely listed as inhibitors. P07378. PGK/GAPDH coupled, Kinase-Glo luminescence, 60 min. 0.043% of 380,000 active; note: % is set by controls: 0 for no effect and ±100 for the full control effect; nearly all actives have a fitted effect of over 60% in size
#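 Recombinant glycosomal PGK reaction used 1,3-bisphosphoglycerate generated in-well by GAPDH (100nM final) in 100mM TEA pH 7.6, 5mM MgCl2, 0.01% Tween-20. After 60 minutes at room temperature, ATP was read by Kinase-Glo Plus luminescence end-point.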
# TrxR1 inh: inhibitors of rat thioredoxin reductase 1; O89049; 1% of 390,000 active; recombinant rTrxR1, NADPH fluorescence consumption, selenite substrate; Potency, µM (doses to about 114 µM), for the others: at the top dose activity change, negative = inhibition, most hits filed as inhibitors; note: % is set by controls: 0 for no effect and ±100 for the full control effect; nearly all actives have a fitted effect of over 65% in size
#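 Rat TrxR1 (90 nM in the dispensed reagent) was pre-reduced with 400 uM NADPH for 5 min at room temperature, then incubated with compound for 15 min. After 400 uM selenite was added, NADPH fluorescence (Ex 340/Em 450 nm) was followed for 8 min.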
# JMJD2A Tudor inh: blocks the human JMJD2A Tudor domain. AID 504339. 4.4% of 390,000 active. Potency, µM (titrated, usually from 114 µM), for the others: at the top dose activity change, negative = inhibition, most hits filed as inhibitors. AlphaScreen JMJD2A-Tudor / H3K4me3 peptide binding. O75164; note: % is set by controls: 0 for no effect and ±100 for the full control effect; nearly all actives have a fitted effect of over 50% in size
# GLS inhibitor: blocks human kidney-isoform glutaminase activity | O94925 | 0.21% of 410,000 active | Potency, µM (highest dose often 45.5 µM), for the others: at the top dose activity change, negative = inhibition, actives largely listed as inhibitors | GLS enzymatic activity, qHTS titration; note: % is set by controls: 0 for no effect and ±100 for the full control effect
#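 Glutamate formation by hKGA was monitored fluorometrically using coupled glutamate oxidase, HRP and Amplex Red. Substrate was added as 1 mM L-glutamine solution; incubation was 30 min at RT after an initial read.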
# HP1b binding inh: blocks HP1-beta chromodomain binding to methylated histone tails | P83916 | Potency, µM (series often up to 114 µM), without a hit: top-dose activity change, negative = inhibition, usual class: inhibitors | AID 540317 | AlphaScreen HP1-beta / biotin-H3K9me3 peptide binding | 0.56% of 390,000 active; note: nearly all actives have a fitted effect of over 70% in size; inactives centre near 23
# Target sequence (P83916 whole entry, looked up): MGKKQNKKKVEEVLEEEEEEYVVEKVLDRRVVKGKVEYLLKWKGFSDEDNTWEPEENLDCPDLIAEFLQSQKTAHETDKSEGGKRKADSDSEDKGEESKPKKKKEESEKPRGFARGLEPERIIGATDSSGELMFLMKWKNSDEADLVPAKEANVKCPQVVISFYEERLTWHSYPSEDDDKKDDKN
#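 Compound inhibition of the preformed complex between 50 nM HP1-beta and 50 nM biotinylated H3K9me3 peptide was read by AlphaScreen. Buffer was PBS pH 7.4 with 0.01% Tween-20. Incubations ran 30 min at room temperature, with 10 ug/mL donor/acceptor beads.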
# Pin1 inhibitor: inhibitors of human Pin1; Q13526; Potency, µM (series often up to 115 µM), for the others: at the highest dose activity, negative = inhibition, most hits filed as inhibitors; 0.009% of 390,000 active; Pin1 FP peptide displacement, HiFluor488, 10 min; active = well fitted inhibition curve with a large enough effect in the polarisation, with a control signal flat, not every such curve was filed as active; inconclusive = small, poorly fitted or top-dose-only effect, or effect the other way, or a change in a side signal; inactive = no such curve, though single readings can be large or run the other way; the % refers to the polarisation; note: % is set by controls: 0 for no effect and ±100 for the full control effect
# Target sequence (Q13526 whole entry, looked up): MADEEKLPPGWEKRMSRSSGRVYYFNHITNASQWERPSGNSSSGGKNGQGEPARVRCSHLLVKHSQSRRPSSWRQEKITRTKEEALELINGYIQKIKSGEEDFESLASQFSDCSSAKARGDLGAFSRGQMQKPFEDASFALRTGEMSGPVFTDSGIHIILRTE
# An asterisk follows results filed as active; i = inactive; ? = inconclusive; . = not tested or not shown; & = joins results of further samples; [ ] = another dose, or the depositor's remark. Unless noted, calls come from the whole dose curve; as a rule, active = well fitted curve in the direction sought with a large enough effect; inconclusive = small, poorly fitted or top-dose-only effect, or another doubt; inactive = no such curve, though single readings can be large; an effect the other way counts as inactive or inconclusive. Potency is the fitted concentration of half-maximal effect. These rows are one share of the data. The share of hits here may be higher or lower than overall.
SMILES,ERG Ets-DNA blk,RGS4 inh,12-LOX inh,PGK inhibitor,TrxR1 inh,JMJD2A Tudor inh,GLS inhibitor,HP1b binding inh,Pin1 inhibitor
COCCNC(=S)N(Cc1cccs1)Cc1cc2cccc(C)c2[nH]c1=O,0%,13%,1%,i,24%[57.1 µM],-27%,3%,24%,0%
CCCCC(CC)CNC(=O)CN1C(=O)NC2(CCc3ccccc32)C1=O (configuration not stated),10%,-21%,-1%,-9%,1%[57.1 µM],-17%,3%,-4%,1%
O=C(/C=C/c1ccccc1)COC(=O)c1ccccc1,3%,-18%,-2%,0%,?,3%,-23%,42%[activator],3%
Cc1ccc2c(c1)N(C(=O)CCC(=O)NC1CCN(Cc3ccccc3)CC1)CC(C)O2 (configuration not stated),-8%,13%,20%,-2%,12%[57.1 µM],-18%,-1%,46%[activator],1%
O=C(CCNC(=O)c1ccc(Br)cc1)NCc1ccncc1,4%,17%,-3%,9%,8%,0%,0%,16%,2%
O=c1c2ccccc2nc2ccc(N3CCOCC3)nn12,-2%,-5%,5%,-5%,-6%,-12%,-6%,32%[activator],0%
N#Cc1ccc(CSC2=NCCN2)cc1,-4%,24%,-6%,-6%,15%[57.1 µM],-2%,-9%,38%[activator],-5%
Cc1ccc(Cn2c(C3CCCN3c3nc(C)cs3)nc3cc(C(F)(F)F)ccc32)cc1 (configuration not stated),-12%,-29%,.,-3%,6%[57.1 µM],?,-3%,3%,20%
Nn1c(SCC(=O)Nc2ccc3c(c2)OCO3)nnc1-c1cccc(Cl)c1,3%,24%,0%,-2%,-3%,-35%,-1%,21%,-3%
COc1ccc(OC)c(NC(=O)CC2C(=O)NCCN2C(=O)Nc2cccc(Cl)c2)c1 (configuration not stated),-4%,23%,23%,-11%,41%[activator],-26%,1%,-1%,-2%
Cc1nnc(NC(=O)CC(CN(C)S(=O)(=O)c2ccccc2)c2ccccc2)s1 (configuration not stated),7%,-26%,?,-4%,0%,-10%,2%,42%[activator],-2%
Cc1cccc(C)c1-n1c(C)nn(CC#N)c1=O,-2%,26%,5%,9%,20%[57.1 µM],2%,2%,16%,-4%
O=C(NCCCN1CCOCC1)C(C(=O)NCCCN1CCOCC1)c1ncc(C(F)(F)F)cc1Cl,5%,1%,2%,-1%,32%,-17%,-7%,29%,-9%
CCN1CCN(Cc2cc(=O)oc3ccc(C)cc23)CC1,2%,18%,212%[activator],-2%,7%,-18%,0%,-23%,-4%
[O-][n+]1c2cc(C(F)(F)F)ccc2c2n1CCN=C2c1ccc(Cl)cc1,2%,-32%,-2%,-7%,15%,?,2%,35%,2%
O=C(Cc1ccc(Cl)c(Cl)c1)Nc1ccccc1N1CCCC1,-2%,-25%,415%[activator],i,0%,?,-7%,11%,2%
Cc1cc(C)cc(C(=O)NCCN2CCOCC2)c1,-10%,-9%,8%,i,16%[57.1 µM],-2%,2%,34%,0%
CCCCOc1ccc(C2/C(=C(\O)c3ccc4c(c3)OCCO4)C(=O)C(=O)N2CCCN2CCOCC2)cc1 (configuration not stated),4%,24%,-1%,5%,-34%,-29%,6%,-2%,-1%
COc1cc2ccccc2cc1C(=O)N(CCN(C)C)c1nc2c(OC)ccc(OC)c2s1,-1%,-14%[11.4 µM],?,i,-1%,40µM*,1%,?,-6%
O=C(CC1N=C2c3ccccc3N=C(SCc3cccc(Cl)c3)N2C1=O)NCc1ccc2c(c1)OCO2 (configuration not stated),7%,-11%,?,1%,19%[57.1 µM],-22%,23%,7%,66%[activator]

# Structures listed so far marked active in JMJD2A Tudor inh.
SMILES,ERG Ets-DNA blk,RGS4 inh,12-LOX inh,PGK inhibitor,TrxR1 inh,JMJD2A Tudor inh,GLS inhibitor,HP1b binding inh,Pin1 inhibitor
COc1cc2ccccc2cc1C(=O)N(CCN(C)C)c1nc2c(OC)ccc(OC)c2s1,-1%,-14%[11.4 µM],?,i,-1%,40µM*,1%,?,-6%

# Following part:
SMILES,ERG Ets-DNA blk,RGS4 inh,12-LOX inh,PGK inhibitor,TrxR1 inh,JMJD2A Tudor inh,GLS inhibitor,HP1b binding inh,Pin1 inhibitor
Cc1nc2ccccc2nc(C)c1=NOCc1cccc(Cl)c1,-3%,-1%,16%[57.4 µM],-4%,6%,7%,3%,68%[activator],3%
Cc1onc(-c2ccccc2)c1C(=O)N/N=C/c1cn(C)c2ccccc12,7%,-9%,-4%,i,16%[57.1 µM],-22%[57.1 µM],3%,5%,4%
CCN(CC)S(=O)(=O)c1ccc2c(c1)nc(SCC(N)=O)n2-c1ccc(OC)cc1,0%,5%,0%,3%,?,-21%,2%,6%,-1%
Cc1ccc(N2C(=O)CS(=O)(=O)C23C(=O)N(Cc2cccc(F)c2)c2ccccc23)cc1Cl (configuration not stated),0%,0%,-19%,i,17%,-18%,6%,24%,59%[activator]
CCOC(=O)C1CCCN(C(=O)c2ccc(Cl)cc2)C1 (configuration not stated),3%,0%,15%,-3%,-18%,-4%,-8%,52%[activator],0%
N#Cc1ccc(/C=C\c2nccc3c2[nH]c2ccccc23)cc1,12%,-8%,2%,10%,-2%[57.1 µM],-11%,7%,29%,?
O=[N+]([O-])c1ccc2nc(-c3ccccc3[N+](=O)[O-])[nH]c2c1,-1%,28%,1%,-4%,19%[57.1 µM],-14%,-14%,2%,2%
CC(C)CC(=O)Nc1ccc(C(=O)COc2ccc(-c3nnco3)cc2)cc1,1%,-23%,0%,3%,-6%,79µM*,23%,-23%,-2%
COc1cc(-c2noc(C)c2C(=O)NCCc2cccs2)cc(OC)c1OC,0%,-12%,-9%,5%,4%[57.1 µM],-7%,-1%,46%[activator],-1%
Cn1c(=O)c2c(nc(Cl)n2CCOc2ccccc2)n(C)c1=O,11%,-11%,?,-8%,40%,-18%,2%,36%,-10%
O=C(CN1C(=O)NC(Cc2c[nH]c3ccccc23)C1=O)NCCc1ccccc1 (configuration not stated),-4%,1%[56.9 µM],-1%,i,17%,-10%,4%,66%[activator],-13%
Cc1nc(-c2ccc(F)cc2)sc1CCNC(=O)Cc1ccc(F)cc1,4%,-3%,-30%,-2%,9%[57.1 µM],-25%,10%,20%[57 µM],-3%
O=S(=O)(c1ccc(Cl)cc1)n1cccn1,1%,-19%,?,i,34%[57.1 µM],-2%,-5%,34%,-2%
COC(=O)C1C(O)=C(C=NCc2ccccc2)C(=O)CC1(C)C (configuration not stated),-5%,5%,-11%,0%,6%,-6%,-14%,39%[activator],0%
O=C(CSc1ncnc2scc(-c3ccccc3)c12)N1CCN(c2ccccc2F)CC1,1%,-17%,0%,13%,17%,-21%,5%,18%,36%[activator]
CC(C)CN(C(=O)C1COc2ccccc2O1)c1c(N)n(CC(C)C)c(=O)[nH]c1=O (configuration not stated),0%,-5%,6%,-3%,15%,-10%,-2%,32%[activator],-3%
Cc1cc(C)n2nc(C(=O)Nc3c(C)nn(Cc4ccc(F)cc4)c3C)cc2n1,0%,1%,3%,11%,0%,-4%,-18%,19%[57 µM],7%
CCn1c(SCc2ccccc2Cl)nc2ccccc21,-2%,22%,0%,-8%,10%[57.1 µM],144%[activator],4%,191%[activator],-1%
CCn1c(=O)cc(SCC(=O)Nc2ccc3c(c2)OCO3)c2ccccc21,0%,7%,1%,-2%,10%,-2%,3%,32%,6%
Cc1c(C(=O)N/N=C/c2ccccc2)sc(=S)n1C,1%,-3%,-5%,i,13%,-2%,-4%,45%[activator],-1%

# Individual results from the results shown:
# [O-][n+]1c2cc(C(F)(F)F)ccc2c2n1CCN=C2c1ccc(Cl)cc1 in ERG Ets-DNA blk: 2%
# O=C(Cc1ccc(Cl)c(Cl)c1)Nc1ccccc1N1CCCC1 in RGS4 inh: -25%

# Next part.
SMILES,ERG Ets-DNA blk,RGS4 inh,12-LOX inh,PGK inhibitor,TrxR1 inh,JMJD2A Tudor inh,GLS inhibitor,HP1b binding inh,Pin1 inhibitor
CCc1cc(=O)oc2cc(C)cc(OCC(C)=O)c12,1%,-8%,144%[activator],0%,11%[57.1 µM],-11%,5%,0%,-3%
O=C(NCc1cccc(Cl)c1)c1ccc2ccccc2n1,-11%,3%,-13%&-29%,0%,5%,82%[activator],4%,132%[activator],6%
CCOC(=O)c1ccc(NC(=S)N(CCCN2CCCC(C)C2)Cc2ccco2)cc1 (configuration not stated),5%,-24%,-3%,-3%,5%[57.1 µM],-23%,37%[activator],5%,4%
CSc1nsc(/C=C/Nc2ccc(O)cc2C)c1C#N,8.9µM*,?,35µM*,-2%,-17%,50µM*,-3%,-34%,?
C=CCOC(=O)C1=C(C)Nc2nnnn2C1c1cccc(OC)c1OC (configuration not stated),3%,11%,?,-1%,2%,-21%,28%,10%,6%
COc1ccc(C(=O)Nc2ccccc2Cc2ccccc2)c(OC)c1,9%,-1%,-1%,-1%,14%,4%,-3%,79%[activator],5%
CC(/C=C1\NC(=S)NC1=O)=C\c1ccccc1,12%,-31%,-19%,i,?,-24%,12%,47%[activator],5%
Cc1c(C(=O)O)sc2c1c(=O)n(Cc1ccccc1)c(=O)n2C,-2%,-2%,21%,-2%,-5%,-11%,?,22%,2%
Cc1cccc(NS(=O)(=O)c2cccc3nsnc23)c1,11%,-3%,1%,-6%,5%,-9%,2%,23%,1%
Cc1ccc(CNC(=O)C2CCC(CNS(=O)(=O)c3cccs3)CC2)cc1 (configuration not stated),6%,7%,-1%,-6%,-4%[57.1 µM],-6%,1%,23%,20%
Cc1ccc(NC(=O)CSc2nnc(-c3cc4occc4n3C)n2-c2ccccc2C)cc1F,0%,2%,-28%,8%,9%,-35%,-1%,9%,7%
